# Bioassay records deposited in PubChem BioAssay by Broad Institute.
# ARNT-TACC3 inh = disruptors of ARNT/TACC3 protein interaction, primary screen, biochemical, AlphaScreen, single concentration; Transforming acidic coiled-coil-containing protein 3 (Homo sapiens), Q9Y6A5; AlphaScreen His-ARNT PAS-B/GST-TACC3 binding, luminescence; TACC3 fragment carries E629A point mutation; inhibition, % at 9.99 µM; actives 0.66% (n = 390,000); AID 623870, 2012;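 active = mean inhibition of replicates at least 50% and at least half of replicates each reaching 50%; inconclusive = half or more replicates reach 50% but mean below 50%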;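 note: 0% = complete ARNT plus TACC3 wells and 100% = ARNT alone without TACC3; many hits fall short of the cut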
# PglD inh = C. jejuni PglD acetyltransferase inhibitors, primary screen, biochemical, DTNB colorimetric, single point; UDP-N-acetylbacillosamine N-acetyltransferase PglD (Campylobacter jejuni); purified PglD enzyme, DTNB colorimetric CoA detection; inhibition, % at 12.5 µM; actives 0.098% (n = 360,000); in the data active = inhibition above about 16%, passing the limit was not always enough; inconclusive = no clear call, values can overlap the other calls; note: strong numbers were not always called active
# E-selectin induc = E-selectin induction in HUVECs, primary screen, imaging, HUVEC, immunofluorescence imaging, single point | actives 0.37% (n = 260,000) | normalized: neutral wells 0, TNF-alpha wells 100 | activation, % at 7.58 µM | AID 686992, 2013;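 active = mean E-selectin-positive cell signal at least 10% of the positive control, reached in at least 60% of replicates, without over 20% cell loss; inconclusive = no rule given, readout overlaps actives, possibly toxicity-flagged; inactive = the rest, including those meeting only one limit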;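 note: in these data hits start at about 27%; measured in HUVEC primary endothelial cells; signal is the percent of cells scored E-selectin positive by PE staining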
#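 Test system – human umbilical vein endothelial cells (HUVEC), E-selectin induction · Input – 3,000 HUVEC seeded per well · Buffer or medium – EGM-2, gelatin · Compound dosing – single-point compound dose · Detection – immunofluorescence imaging · Measure – percent E-selectin-positive cells · Controls – TNF-alpha high, DMSO low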
# RAD52 inh = RAD52 DNA annealing inhibitors, primary screen, biochemical, FRET, single point, set 2. recombinant RAD52 DNA annealing, FRET fluorescence. inhibition, % at 18.7 µM. actives 0.46% (n = 360,000). DNA repair protein RAD52 homolog (Homo sapiens), P43351;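 active = every replicate showing at least 50% inhibition; inconclusive = mean inhibition at least 50% but not in every replicate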
# Target sequence (P43351 whole entry, looked up): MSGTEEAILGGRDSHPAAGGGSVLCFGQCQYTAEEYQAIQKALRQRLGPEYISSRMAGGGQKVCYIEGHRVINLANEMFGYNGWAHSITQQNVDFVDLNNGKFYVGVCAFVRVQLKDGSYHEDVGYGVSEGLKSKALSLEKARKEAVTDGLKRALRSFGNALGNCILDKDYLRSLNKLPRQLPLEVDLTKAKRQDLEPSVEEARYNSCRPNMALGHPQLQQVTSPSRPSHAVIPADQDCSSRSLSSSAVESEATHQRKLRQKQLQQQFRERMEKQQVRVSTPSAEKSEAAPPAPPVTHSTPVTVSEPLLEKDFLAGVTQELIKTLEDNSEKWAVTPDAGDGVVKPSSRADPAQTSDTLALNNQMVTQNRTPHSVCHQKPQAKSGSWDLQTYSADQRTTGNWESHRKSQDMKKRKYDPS
# ERp5 block = inhibitors of ERp5-driven insulin aggregation, primary screen, biochemical, turbidity, absorbance 650 nm, single point. AID 651711, 2012. inhibition, % at 9.99 µM. actives 0.05% (n = 350,000). 90 min;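 active = mean replicate inhibition above about 25%, with every replicate also reaching it, limit read from the data, passing the limit was not always enough; inconclusive = only one of those two criteria met; inactive = neither criterion met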
# Target sequence (Q15084 whole entry, looked up): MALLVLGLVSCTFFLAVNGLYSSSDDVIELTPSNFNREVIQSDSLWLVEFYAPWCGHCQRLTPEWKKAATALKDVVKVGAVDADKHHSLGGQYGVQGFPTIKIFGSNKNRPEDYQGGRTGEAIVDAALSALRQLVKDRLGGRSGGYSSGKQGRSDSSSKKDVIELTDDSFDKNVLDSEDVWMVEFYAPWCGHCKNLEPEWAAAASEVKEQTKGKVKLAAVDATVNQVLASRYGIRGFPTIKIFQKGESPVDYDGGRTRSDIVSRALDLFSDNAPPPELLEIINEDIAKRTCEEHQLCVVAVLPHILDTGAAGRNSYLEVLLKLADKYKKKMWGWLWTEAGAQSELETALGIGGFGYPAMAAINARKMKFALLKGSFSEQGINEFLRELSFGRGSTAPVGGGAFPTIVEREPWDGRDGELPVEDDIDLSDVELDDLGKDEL
# esBAF inh = Bmi1 luciferase reporter increase in mESCs, primary screen, esBAF inhibitor project, mouse ES cells, Bmi1 luciferase knock-in, single point. 24 h; 100% = twice the neutral-well signal. reporter increase, % at 12.5 µM. actives 2% (n = 350,000); in the data active = activation above about 40%; inconclusive = no clear call, values can overlap the other calls;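 note: 0% = median of the plate's neutral control wells and 100% = double that signal; a rise in the Bmi1 reporter signal indicates esBAF inhibition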
# Casp6 inh = human caspase-6 inhibitors, primary screen, biochemical, VEID-R110 fluorescence, single point, set 2 | actives 0.53% (n = 350,000) | purified caspase-6, Z-VEID-R110 cleavage fluorescence | inhibition, % at 12.5 µM | P55212;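 active = mean inhibition across replicates at least about 35%, with every replicate also reaching that limit, limit read from the data; inconclusive = only one of the two criteria met; inactive = neither criterion met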;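 note: 0% = median of neutral control wells and 100% = no fluorescence left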
# RAD54 branch = inhibitors of human RAD54 branch migration, primary screen, biochemical, fluorescence, single point | DNA repair and recombination protein RAD54-like (Homo sapiens), Q92698 | actives 0.14% (n = 360,000) | AID 602329, 2012 | RAD54 Holliday junction branch migration, FAM/BHQ fluorescence | inhibition, % at 10.4 µM;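 active = mean normalized replicate activity at least 40 and at least half of replicates scoring 40 or more; inconclusive = only one of the two criteria met; inactive = mean below 40 and under half of replicates reaching 40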;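 note: 0% = median of neutral control wells and 100% = median of positive control wells; inhibitors cause a drop in the FAM fluorescence signal; in these data hits start at about 50%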
# The depositor's hits bear a star; ? = inconclusive; · = no result given. An unsorted share of the library. About 3.2% of those tested had a hit in this group.
SMILES,ARNT-TACC3 inh,PglD inh,E-selectin induc,RAD52 inh,ERp5 block,esBAF inh,Casp6 inh,RAD54 branch
COc1ccc(NC(=O)N(C)C[C@@H]2Oc3ccc(NS(=O)(=O)c4c(C)noc4C)cc3CC(=O)N([C@@H](C)CO)C[C@H]2C)cc1,·,-1,·,-9,-4,-2,1,2
CCCS(=O)(=O)N1CCN(Cc2ccco2)CC1,0,-2,·,·,·,-2,·,-5
O=C(NC1=NCCS1)C12CC3CC(C1)CC(C(=O)NC1=NCCS1)(C3)C2,-1,9,·,-3,-3,0,-3,1
CN(C)S(=O)(=O)c1cccc(NC(=O)c2cc3ccccc3o2)c1,-4,-4,·,·,·,50*,·,2
O=C1CN(c2nc(-c3cccnc3)nc3scc(-c4ccccc4)c23)CCN1,-23,·,·,-5,1,·,0,·
COC(=O)c1ccc(CSc2ccccc2NC(=S)Nc2cccc(SC)c2)o1,·,0,-0.1,-45,-4,54*,-3,5
COc1cccc(N2CCN(C(=S)Nc3ccc(C)cc3C)CC2)c1,-11,-3,0.1,0,1,-7,-2,-9
COc1cccc(S(=O)(=O)N(C)C[C@H]2OCc3ccccc3-c3ccccc3C(=O)N([C@H](C)CO)C[C@@H]2C)c1,9,-1,-3.8,3,-5,4,4,-8
O=C(O)Cn1c(SCc2ccccc2)nc2ccccc21,-2,2,·,·,·,-5,·,-9
O=C(Nc1ccccc1F)N1C[C@H]2[C@@H](c3ccccc31)[C@@H](CO)N2C(=O)c1ccc(F)cc1,2,-1,0.0,-7,-9,22,2,-8
O=C(NCc1cccnc1)c1cc(-c2cccs2)on1,-4,-2,·,·,·,22,·,0
CN(C)c1ccc(NC(=O)C[n+]2ccccc2)cc1,10,-2,6.9,45,2,7,-126,-20
CN(C(=S)NC(=O)C1CCCC1)c1ccccc1,·,8,4.2,14,-5,9,0,-8
O=C(/C=C/c1ccco1)NC(=S)Nc1ccccc1Br,-2,6,·,-10,2,13,2,7
CC(C)Cc1nnc(NC(=O)Cc2cccs2)s1,-7,·,·,-33,3,1,9,·
Cc1ccc(C(O)P(=O)(OC(C)C)c2ccc(N(C)C)cc2)cc1 (centres undefined),·,0,3.4,3,1,·,-2,2
C#CCOCCOCCOCCNc1nc(N2CCN(C(=O)CCCCCCCCCCNC(=O)Cn3cc(CCCCCN)nn3)CC2)nc(N2CCN(C(=O)CCCCCCCCCCNC(=O)Cn3cc(CCCCCN)nn3)CC2)n1,19,-2,·,·,·,-1,·,?
COc1cc(OC)c(NC(=O)c2cc3ccccc3cc2O)cc1Cl,-5,6,0.1,-1,-9,·,-2,-3
CN(Cc1ccccc1)C(=O)c1ccc(Cc2cn(C)c3ccccc23)nc1,·,4,-3.2,-7,-3,-5,0,-10
Cn1nc(C(F)(F)F)cc1C(=O)O,0,·,0.5,-7,0,·,-2,·
CCCCn1nc2cc(C(=O)NCc3cc(C(F)(F)F)cc(C(F)(F)F)c3)ccc2c1OCC,-11,3,-0.1,-4,-11,-7,-1,-9
CC(C)NC(=S)NNc1nc2ccccc2s1,-1,·,8.9,-6,1,·,-2,·
C#CCN(C[C@H]1[C@H](OC(=O)NCC2CCCCC2)[C@H](OC(=O)NCC2CCCCC2)C[C@H]2C(=O)N(c3ccccc3)C(=O)[C@@H]12)S(=O)(=O)c1ccc(C)cc1,·,0,-0.3,-10,9,6,-2,9
COc1ccc([Si](C)(C)[C@H]2[C@H](CCO)O[C@@]3(C(=O)N(c4ccccc4)c4ccccc43)[C@@H]2C)cc1,39,0,·,13,1,·,2,1
C[C@@H]1CN([C@H](C)CO)C(=O)Cc2cc(NS(=O)(=O)c3ccccc3)ccc2O[C@@H]1CN(C)Cc1ccc(C(=O)Nc2ccccc2N)cc1,5,-2,3.3,-12,1,-5,-2,-13
O=C(CCl)Nc1cccc(CP(=O)(c2ccccc2)c2ccccc2)c1,-7,1,-6.9,-7,3,·,6,-8
Cc1ccc(-c2cc(C(=O)OCC(=O)Nc3cc(C)on3)c3ccccc3n2)c(C)c1,-4,5,·,·,·,2,·,1
COc1cc(CNCc2ccc(SC)cc2)cc(OC)c1,1,·,·,-15,9,·,-1,·
Cc1cc(/C=C2\SC(=S)NC2=O)c(C)n1-c1cccc(O)c1,1,·,·,-156,?,·,-2,·
COc1ccccc1NC(=O)Nc1nc(CC(=O)N2CCN(c3ccccc3)CC2)cs1,3,·,-0.1,-20,1,6,-2,·
C[C@@H]1CN([C@@H](C)CO)C(=O)c2cc(C#Cc3ccccn3)cnc2O[C@H]1CN(C)C(=O)c1ccccn1,2,-3,-0.2,-35,-6,-2,3,3
COc1ccc(-c2cc(C(=O)NC(C(=O)O)C(C)C)c(C)o2)cc1OC (centres undefined),-9,-8,-0.1,·,·,·,·,-12
C/C=C/c1ccc([C@@H]2[C@H](CO)N(C(C)=O)[C@H]2CNC(=O)c2ccccc2)cc1,-4,-2,0.1,-53,-5,0,-3,-2
CCN(CC)CCN(Cc1cc2cc3c(cc2[nH]c1=O)OCO3)C(=S)NCc1ccco1,4,·,12,-27,-5,·,-20,·
COc1cc2[nH]c(=O)n(CCCCCC(=O)N3CC=C(c4ccccc4)CC3)c(=O)c2cc1OC,-4,-5,·,·,·,7,·,4
CCCCCCn1c(=O)n2n(c1=O)[C@@H]1CN(S(=O)(=O)c3ccc(C)cc3)C[C@]1(O)[C@@H](OC(=O)NCc1ccco1)C2,·,-2,0.1,1,4,10,1,-12
C[C@@H]1CN([C@H](C)CO)C(=O)c2cccc(N(C)C)c2O[C@H]1CN(C)Cc1ccccc1,-6,-1,0.0,-7,-2,0,0,2
Cc1c(NC(=O)CN2C(=O)c3cccc4cccc2c34)c(=O)n(-c2ccccc2)n1C,-22,12,·,·,·,-1,·,-14
CC1CN(C(=O)CCNC(=O)c2ccccc2Cl)CC(C)O1 (centres undefined),-4,-1,·,-3,-7,7,0,0
O=C(O)CCC(=O)N1N=C(c2cccs2)CC1c1cccc([N+](=O)[O-])c1 (centres undefined),-1,4,-0.1,-3,2,-6,0,0
CC1(C)CC(=O)C(C(=O)c2ccccc2)C(=O)C1,-10,1,0.3,-9,2,-2,-3,0
c1ccc2c(c1)CCCn1nnnc1-2,2,-4,·,·,·,-6,·,-1
CC1CCN(C(=O)c2ccc(S(=O)(=O)Cc3ccccc3F)c([N+](=O)[O-])c2)CC1,-4,·,-1.9,7,1,·,6,·
C[C@H]1CCCCO[C@@H](CN(C)Cc2ccc(C(F)(F)F)cc2)[C@@H](C)CN([C@@H](C)CO)C(=O)c2cc(NC(=O)Nc3ccc4c(c3)OCO4)ccc2O1,1,5,0.3,-5,-1,2,-3,-8
Cc1ccc(NC(=O)CCCCCN2C(=O)[C@@H]3Cc4ccccc4CN3C2=O)cc1,12,5,3.7,-13,4,-6,0,-3
CCCCSc1[nH]c(=O)c(C(=O)OCC)cc1C#N,-5,-2,1.0,·,·,-4,·,1
COc1ccc(OC)c(CN2CCN(CCCc3ccccc3)C(CCO)C2)c1 (centres undefined),5,4,·,-2,4,-3,-1,6
CC(C)NC(=O)NC(=O)COC(=O)/C=C/c1ccccc1[N+](=O)[O-],-1,5,·,-5,-2,-1,0,9
COc1ccc(CC(=O)N/N=C(\C)c2cccs2)cc1,-20,-2,·,-14,4,0,-2,1
COC(=O)c1sc(SC)c(S(=O)(=O)C(C)C)c1N,-4,·,-0.1,-3,1,·,-2,·
CCN(CC)C(=O)CSC1c2ccccc2C(=O)N1c1ccccc1 (centres undefined),-13,·,·,-8,7,-13,-1,·
C[C@H](CO)N1C[C@H](C)[C@@H](CN(C)S(=O)(=O)c2ccc(Cl)cc2)OCCCC[C@H](C)Oc2ccc(NC(=O)Nc3ccccc3)cc2C1=O,4,-3,0.0,-13,-3,-3,-3,25
CCCNC(=O)N1C[C@@H]2[C@H](c3ccccc31)[C@@H](CO)N2Cc1cccc(OC)c1,1,2,0.1,-4,3,2,-2,9
CCOc1ccc(C(=O)CCC(=O)NCC(=O)Nc2c(C)cccc2C)cc1,·,4,-0.1,-48,-8,8,-3,2
COc1ccc(C[C@H]2CCn3cc(nn3)COC[C@@H](CC(C)C)NC2=O)cc1,·,·,0.0,9,-2,·,-4,·
Cc1cc(NC(=O)CSc2nnc(CNc3cccc(C(F)(F)F)c3)n2Cc2ccco2)no1,0,1,·,·,·,-8,·,-12
CC1CC2CCCC(O)=C2C(=O)O1 (centres undefined),-2,4,·,-1,-1,-10,2,-5
O=C1CN(/N=C/c2ccc([N+](=O)[O-])o2)C(=O)N1,·,-7,-0.1,-47,1,2,11,-5
O=C(C1CCCO1)N1CCN(C(=S)Nc2cc(F)cc(F)c2)CC1 (centres undefined),12,7,·,-10,-2,4,-22,-1
COc1cccc(-c2cc(C(=O)N3CCc4ccccc4C3)[nH]n2)c1,-3,-1,·,-12,3,?,-1,5

# Only ARNT-TACC3 inh and Casp6 inh, for two of the compounds above:
canonical_smiles | ARNT-TACC3 inh | Casp6 inh
CN(C(=S)NC(=O)C1CCCC1)c1ccccc1 | · | 0
COc1cccc(N2CCN(C(=S)Nc3ccc(C)cc3C)CC2)c1 | -11 | -2

# (cont.)
SMILES,ARNT-TACC3 inh,PglD inh,E-selectin induc,RAD52 inh,ERp5 block,esBAF inh,Casp6 inh,RAD54 branch
CCOC(=O)C1=C[C@@H](CC)N(S(=O)(=O)c2ccc(C)cc2)[C@H]1c1ccccc1,·,-4,-0.1,1,2,1,-2,4
O=C(Nc1cccnc1)OC1CCCCC1,1,·,2.4,-2,5,·,3,·
Cc1ccc(NC(=O)CN(C)C(=O)CSc2nc(C)cc(C)n2)cc1,24,-2,0.6,-1,0,-4,1,4
COc1ccc(CC(=O)Nc2ccccc2N2CCCC2)cc1,·,-1,-0.4,-34,2,2,-14,-2
C[C@@H]1CC[C@@]23COC(=O)C2=CCC[C@@H]3[C@@]1(C)CC/C(=C/CO)CO,7,-6,·,-7,11,-11,4,-1
CC(=O)Nc1ccc(NC(=O)CSc2ccc3nnc(-c4ccccn4)n3n2)cc1,5,-5,2.0,-17,3,-8,3,1
CC(NC(=O)COc1ccccc1)C(=O)N1CCN(c2ccccc2)CC1 (centres undefined),-4,-2,-1.0,-2,-9,-5,-2,-6
Cc1cccc(N(O)C(=O)Nc2cccc(Cl)c2)c1,-6,2,·,-5,4,51*,-2,-5
O=C(c1nc2ccccc2s1)N1CCSCC1,-2,5,·,·,·,27,·,-2
Cc1ccc(NC(=O)c2cc(S(=O)(=O)N3CCCC3)cn2C)cc1,-5,3,·,0,-9,-5,-4,-4
CN1CCN(C(=O)C[C@@H]2C[C@H]3c4cc(NC(=O)NC5CCCCC5)ccc4O[C@H]3[C@@H](CO)O2)CC1,-13,-2,0.0,9,-1,0,-4,10
O=C(COc1coc(CN2CCN(c3ccccc3)CC2)cc1=O)N1CCc2ccccc21,1,-4,·,-7,5,·,0,-11
COc1nonc1NCn1nc(C)cc1C,0,-1,·,·,·,-1,·,1
